D1 ag: Allosteric Agonists of the Human D1 Dopamine Receptor: qHTS. D(1A) dopamine receptor (Homo sapiens), P21728. activation, % at 2 µM. AID 504660, 2011. HEK293 T-REx D1 cells, calcium flux, agonist mode. 1% of 360,000 active; in the data active means activation above about 30%; further: 0% is about no effect
Target sequence (P21728 whole entry, looked up): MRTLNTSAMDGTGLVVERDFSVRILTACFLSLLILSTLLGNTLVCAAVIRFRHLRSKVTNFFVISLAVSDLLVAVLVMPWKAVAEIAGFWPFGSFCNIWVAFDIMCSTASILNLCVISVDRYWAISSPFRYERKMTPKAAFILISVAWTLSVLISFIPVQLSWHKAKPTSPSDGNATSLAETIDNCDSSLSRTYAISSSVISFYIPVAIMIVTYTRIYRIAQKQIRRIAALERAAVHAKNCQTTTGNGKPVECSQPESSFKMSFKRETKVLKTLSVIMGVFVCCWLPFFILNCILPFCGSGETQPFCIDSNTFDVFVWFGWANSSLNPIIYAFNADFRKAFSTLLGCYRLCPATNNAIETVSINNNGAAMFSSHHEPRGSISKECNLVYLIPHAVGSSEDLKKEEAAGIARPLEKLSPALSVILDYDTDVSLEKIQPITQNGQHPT
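Inducible HEK293 T-REx D1 cells, force-coupled to calcium signalling, were plated at 4000 cells/well with tetracycline and held overnight at 30 C. After no-wash calcium dye loading, compound-evoked calcium rise over 180 s flagged agonists.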
RXFP1 agonist: qHTS Assay for Agonists of the Relaxin Receptor RXFP1; Relaxin receptor 1 (Homo sapiens), Q9HBX9; HEK293T-RXFP1 cAMP TR-FRET, 30 min; response scale: percent of porcine relaxin response, buffer zero; Potency, µM (titrated, usually from 57.5 µM), without a hit: at the highest dose activation, actives largely listed as activators; 0.3% of 370,000 active; active means well fitted activation curve with a large enough effect; inconclusive means small, poorly fitted or top-dose-only effect; further: potency means the concentration at half of the fitted maximal effect; on the % scale 0 is the no-effect control and ±100 the full control effect; nearly all actives have a fitted effect of over 60% in size; many of its hits are not listed in these tables
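HEK293 cells stably expressing RXFP1, treated 30 min at 37C with compounds plus PDE4 inhibitor Ro 20174; cAMP measured by HTRF TR-FRET. Normalized to buffer and 29 nM porcine relaxin; EC50 by Hill fit.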
D2 antagonist: HTS Assay for Allosteric Antagonists of the Human D2 Dopamine Receptor: Primary Screen for Antagonists; D(2) dopamine receptor (Homo sapiens), P14416; AID 485344, 2010; inhibition, % at 10 µM; HEK293 TREx D2 cells, calcium flux, dopamine EC80; 2% of 340,000 active; in the data active means inhibition above about 30%; further: 0% is about no effect
Target sequence (P14416 whole entry, looked up): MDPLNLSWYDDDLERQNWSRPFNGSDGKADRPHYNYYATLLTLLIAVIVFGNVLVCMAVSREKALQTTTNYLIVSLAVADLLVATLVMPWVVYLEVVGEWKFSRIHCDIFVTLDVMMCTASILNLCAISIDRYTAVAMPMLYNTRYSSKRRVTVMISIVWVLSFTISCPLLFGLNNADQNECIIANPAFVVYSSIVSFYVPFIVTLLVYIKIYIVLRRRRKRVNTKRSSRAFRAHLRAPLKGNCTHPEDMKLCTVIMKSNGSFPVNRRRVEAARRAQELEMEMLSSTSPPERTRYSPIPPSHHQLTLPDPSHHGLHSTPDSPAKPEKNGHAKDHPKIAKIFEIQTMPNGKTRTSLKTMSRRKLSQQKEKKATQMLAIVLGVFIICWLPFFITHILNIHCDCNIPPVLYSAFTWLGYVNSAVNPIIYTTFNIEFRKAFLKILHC
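Overnight-induced (tetracycline, 30 C) HEK293 T-REx cells carrying force-coupled D2 receive a no-wash calcium dye, then compound, then EC80 dopamine at 180 s; signals are read kinetically throughout.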
D2 agonist: HTS Assay for Allosteric Agonists of the Human D2 Dopamine Receptor: Primary Screen for Agonists. D(2) dopamine receptor (Homo sapiens), P14416. HEK293 T-REx D2 cells, calcium flux agonist mode. 0.53% of 340,000 active. activation, % at 2 µM;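 active means activation over 3 SD above normal in the single-dose calcium agonist read, cut at about 30% in these data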; further: 0% is about no effect
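Agonism scored from kinetic calcium signal (1 read/sec, 180 s) following compound pin transfer, after a 10 s baseline. Cells: HEK293 Trex line expressing inducible D2 receptor coupled to calcium, dye-loaded after overnight culture at 30 C.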
RXFP1 antag: qHTS Assay for Antagonists of the Relaxin Receptor RXFP1. activity change, negative = inhibition, % at 57.5 µM. Relaxin receptor 1 (Homo sapiens), Q9HBX9. HEK293-RXFP1, relaxin-stimulated cAMP HTRF, 30 min; stronger effect = lower value. AID 1259400, 2018. 0.59% of 350,000 active;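 active means activity change of -60% or lower, but not beyond a set lower limit; inconclusive means change between -60% and -40%, or beyond the set limit; inactive means change above -40%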; further: on the % scale 0 is the no-effect control and ±100 the full control effect
D1 potentiator: Potentiators of Human D1 Dopamine Receptor: qHTS; potentiation, % at 10 µM; 0.036% of 360,000 active; HEK293 TREx D1 cells, calcium flux, dopamine EC20 potentiation; D(1A) dopamine receptor (Homo sapiens), P21728; in the data active means potentiation above about 30%; further: 0% is about no effect
D2 PAM: HTS Assay for Positive Allosteric Modulators of the Human D2 Dopamine Receptor: Primary Screen for Potentiators; D(2) dopamine receptor (Homo sapiens), P14416; HEK293 T-REx D2, calcium flux, EC20 dopamine potentiation; potentiation, % at 10 µM; 0.34% of 340,000 active;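 active means potentiation over 3 SD above the plate norm, cut at about 30% in these data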; further: 0% is about no effect
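Tetracycline-induced Hek293 Trex D2 cells, force-coupled to calcium, loaded with no-wash calcium dye. Compound added with 180 s kinetic read for agonism, then EC20 dopamine and a further 180 s read for potentiation.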
TRHR enhancer: qHTS for Small Molecule Agonists and Allosteric Enhancers of Human TRH Receptor: Primary Screen for Enhancers; 0.66% of 360,000 active; Thyrotropin-releasing hormone receptor (Homo sapiens), P34981; enhancement, % at 2 µM; AID 493056, 2011; TRHR cells, fluo-8 calcium fluorescence, EC20 TRH enhancement; in the data active means enhancement above about 30%; further: 0% is about no effect
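Enhancer read-out: after compound pinning and an initial kinetic agonist-mode read, an EC20 of TRH (10 nM final) was injected and fluo-8 calcium signal (Ex 480/Em 530) followed at 1 s/cycle for 100 cycles in TRHR-expressing cells.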
D1 antag: Antagonist of Human D 1 Dopamine Receptor: qHTS | D(1A) dopamine receptor (Homo sapiens), P21728 | HEK293 TREx D1 cells, calcium flux, dopamine EC80; stronger effect = lower value | activity change, negative = inhibition, % at 10 µM | 3.2% of 360,000 active | AID 504652, 2011; in the data active means activity change below about -30%; further: on the % scale 0 is the no-effect control and ±100 the full control effect
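Tetracycline-induced HEK293 T-REx cells with force-coupled D1 receptor were loaded with a no-wash calcium dye. Compound was added after a 10 s baseline and read kinetically for 180 s; EC80 dopamine was then added and calcium flux followed another 180 s.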
Numbers without * were called inactive; ? = inconclusive; / = not tested or not shown. An excerpt. The share of hits here may be higher or lower than overall.

SMILES | D1 ag | RXFP1 agonist | D2 antagonist | D2 agonist | RXFP1 antag | D1 potentiator | D2 PAM | TRHR enhancer | D1 antag
CCC(C(=O)NC1CCCC1)N(C(=O)Cn1nnc(-c2ccc(C)o2)n1)c1ccccc1OC (stereo not given) | 0 | -0.2% | 5 | -2.6 | 18 | -5 | 7 | 2 | 2
CCOc1ccc2nc(NC(=O)C3CCN(c4cnccn4)CC3)sc2c1 | 3 | 0.9% | 2 | -0.5 | -6 | -2 | 17 | 4 | -2
CCc1cc2c(cc3c(=O)n(CC(=O)NCCOC)nc(CC)n32)s1 | 0 | 30% | / | -0.5 | -2 | -7 | 0 | 0 | 2
COCCn1c(=N)c(S(=O)(=O)c2ccc(F)cc2)cc2c(=O)n3ccccc3nc21 | -2 | 6.3% | 3 | 0.0 | -16 | 2 | -1 | 4 | -5
CCOC(=O)C1(Cc2ccccc2)CCCN(CCO)C1 (stereo not given) | 1 | -2.0% | -25 | 0.9 | -1 | -1 | 3 | 7 | 6
CSC1=NCCN1C(=O)c1ccc(S(=O)(=O)N2CCOCC2)cc1 | 5 | -0.8% | -12 | 0.7 | / | / | 6 | 6 | -9
CCCCC(CC)CNC(=O)Cc1ccc(-n2c(=O)[nH]c3ccccc3c2=O)cc1 (stereo not given) | -1 | 0.1% | / | / | 0 | -3 | -13 | -3 | -10
Cc1ccccc1OCC(=O)Nc1sc2c(c1C#N)CC(C)(C)NC2(C)C | 5 | -0.1% | 5 | 0.5 | 6 | -1 | -10 | -1 | 3
COc1ccc(NC(=O)CSc2ncc3c(n2)-c2ccccc2N(Cc2ccc(C)cc2)S3(=O)=O)cc1Cl | 11 | 3.4% | / | -0.7 | / | 0 | -20 | 8 | -4
Cc1ccccc1-c1nc2ccccc2[nH]1 | -1 | 0.2% | -10 | -0.2 | 0 | -9 | -11 | -3 | -20
Nc1cc(=O)[nH]c(N2CCN(c3ccccc3)CC2)n1 | -2 | 4.5% | -36 | 0.5 | -3 | 4 | -2 | -1 | 8
O=S(=O)(NCc1ccc(F)cc1)c1ccc(-n2cccn2)cc1 | 14 | -2.1% | -7 | -0.5 | 2 | -1 | -1 | 0 | 8
O=C(NCCNC(=O)c1ccccc1F)c1ccccn1 | 2 | 0.1% | -15 | 0.4 | -5 | -1 | 9 | 17 | -4
CCCNC(=O)c1cc(-c2ccc(Br)cc2)on1 | 2 | 1.5% | -1 | 2.0 | -9 | -2 | 11 | -4 | 6
Cc1cccc2cc(COC(=O)c3cccc([N+](=O)[O-])c3)c(=O)[nH]c12 | 4 | 2.1% | 6 | 0.0 | -3 | -8 | -7 | -3 | 7
CCn1c(=O)c(CCC(=O)N2CCN(c3ccccn3)CC2)c(C)c2c(C)nn(-c3cccc(C)c3)c21 | 3 | 0.5% | -8 | 11 | -103* | 4 | 3 | 8 | -14
CCCCNC(=S)N/N=C/c1ccc(OCC(=O)Nc2c(C)cc(C)cc2C)c(OC)c1 | 2 | 2.0% | -5 | -1.0 | -7 | -5 | -7 | -7 | -7
CC(=O)Nc1c(I)c(C(=O)N[C@H]2C(O)O[C@H](CO)[C@@H](O)[C@@H]2O)c(I)c(N(C)C(C)=O)c1I (stereo not given in full) | -2 | -0.1% | 17 | 1.8 | / | -3 | 2 | 7 | 2
Cc1ccc(N2C(=O)[C@@H]3[C@H](C2=O)[C@H]2C=C(C(=O)c4ccccc4)C=CN2[C@@H]3C(=O)c2ccc(Cl)cc2)cc1 | 4 | 0.2% | 2 | 1.1 | -17 | 4 | -7 | 2 | 1
O=[N+]([O-])c1ccc(-c2cn(-c3ccccc3)c(=S)[nH]2)cc1 | 3 | 3.1% | -11 | -1.4 | / | -3 | -4 | -7 | -3
CCOC(=O)C1=C(C)NC(C)=C(C(=O)OCC)C1c1ccc(Br)o1 | 3 | 1.6% | 7 | 1.1 | -19 | -9 | -6 | -4 | -21
Cc1cc(F)c(F)c(C(=O)N2CCOCC2)c1Cl | 1 | -3.4% | 20 | -1.2 | -8 | 1 | 2 | 2 | -3
C=C(C)COc1ccc2c3c(c(=O)oc2c1OCC(=C)C)CCC3 | 4 | 1.2% | 11 | -1.5 | -6 | -2 | -8 | -5 | 17
CCCCNS(=O)(=O)c1ccc(OCC(=O)OC)cc1 | 2 | 1.5% | 3 | 0.3 | 0 | -7 | 4 | -3 | 14
Cc1cc2nc(SCCN3CCCC3)[nH]c2cc1C | 2 | 1.6% | -2 | -0.3 | -17 | -7 | -14 | 4 | -2
CC(=O)N1CCN(Cc2nc3cc(NC(=O)c4cccc(Br)c4)ccc3n2C)CC1 | 1 | 1.3% | / | / | -7 | 4 | / | -1 | -7
O=C(NCC1CCCO1)C1CCCN(S(=O)(=O)c2cccc(C(F)(F)F)c2)C1 (stereo not given) | 7 | 0.8% | / | / | -12 | 3 | / | -2 | 8
Fc1ccc(CNc2nc(-c3ccccc3)nc3ccccc23)cc1 | 3 | 5.5% | -11 | -2.7 | -4 | 0 | 0 | -5 | 7
CCC(C)n1c(SCC(=O)/C(C#N)=C(\C)N)nc2ccccc2c1=O (stereo not given) | 1 | 2.5% | -2 | 0.1 | 5 | -3 | 1 | -1 | -6
COc1ccc(NC(=O)CN(C)C(=O)c2n[nH]c3ccccc23)cc1 | 5 | -1.5% | 0 | -0.5 | / | 0 | -9 | 7 | 6

An excerpt from above with just D1 antag, D1 potentiator and D2 agonist:
compound	D1 antag	D1 potentiator	D2 agonist
Cc1cc(F)c(F)c(C(=O)N2CCOCC2)c1Cl	-3	1	-1.2
C=C(C)COc1ccc2c3c(c(=O)oc2c1OCC(=C)C)CCC3	17	-2	-1.5
CCCCNS(=O)(=O)c1ccc(OCC(=O)OC)cc1	14	-7	0.3
Cc1cc2nc(SCCN3CCCC3)[nH]c2cc1C	-2	-7	-0.3
CC(=O)N1CCN(Cc2nc3cc(NC(=O)c4cccc(Br)c4)ccc3n2C)CC1	-7	4	/

Next section
SMILES | D1 ag | RXFP1 agonist | D2 antagonist | D2 agonist | RXFP1 antag | D1 potentiator | D2 PAM | TRHR enhancer | D1 antag
Cc1ccc(NS(=O)(=O)c2cc(C(=O)O)ccc2Cl)c(C)c1 | 1 | 1.9% | 10 | -0.6 | -23 | -2 | 3 | 10 | 11
Cc1ccc(S(=O)(=O)Nc2cccnc2)cc1 | 2 | 3.0% | -13 | 0.0 | 2 | -7 | 1 | -4 | 1
O=C(CCc1nc(-c2ccc(Cl)cc2)no1)NC1CCCCC1 | 24 | -4.1% | -7 | -0.3 | -13 | -3 | 22 | -2 | 7
Cc1ccc(Cn2c(N)c(S(=O)(=O)c3cccs3)c3nc4ccccc4nc32)cc1 | 5 | ? | -5 | -0.9 | -3 | -5 | -8 | 15 | 10
Cc1ccccc1OCc1cc(=O)n2c(-c3ccccc3)csc2n1 | 2 | ? | / | 1.1 | / | -1 | 2 | -15 | -13
Cc1ccc(NC(=O)CSc2nnc(C)c(=O)[nH]2)cc1C | 1 | -0.2% | -7 | 0.9 | -11 | 1 | -5 | 2 | -4
CCCn1c(C(=O)OC)cc2c1ccn2-c1ccc(F)cc1 | 16 | -0.3% | 10 | 0.9 | -6 | 6 | 32* | 7 | 50
COc1ccccc1/C=C/C(=O)N1CCC(c2ccccc2)C1 (stereo not given) | 3 | 1.4% | -3 | 0.3 | 14 | -5 | -6 | -2 | -3
Cc1ccc(NC(=O)COC(=O)CCc2ccc(S(=O)(=O)N3CCOCC3)cc2)cc1C | 7 | 2.1% | 3 | 1.0 | -2 | 0 | 8 | -2 | -7
Cc1ccc(NC(=O)Cn2cc3c(n2)CCC(C)C3)cc1C (stereo not given) | -2 | 8.8% | / | 0.2 | -6 | -2 | -9 | 2 | -4
O=C1CC(C(=O)Nc2ccccc2)C2(CCCCC2)O1 (stereo not given) | 2 | -0.2% | 3 | 0.1 | 4 | 2 | -3 | -1 | -10
Cc1ccc(CCC(=O)Nc2ccc([N+](=O)[O-])cc2)o1 | 8 | -0.3% | -4 | 2.0 | 5 | 2 | -9 | -1 | -23
Cc1ccc(F)cc1NC(=O)Cc1nn(C)c(=O)c2ccccc12 | 17 | 0.6% | 17 | 0.9 | 1 | -4 | -4 | 1 | -12
COc1ccc(C(=O)N/C(=C\c2ccco2)C(=O)NCc2cccnc2)cc1 | 5 | 0.4% | 12 | 0.7 | -5 | -5 | -7 | 0 | 3
COc1ccccc1OCC(=O)N/N=C1\CCc2ccccc21 | 12 | -1.9% | -12 | -1.4 | -5 | -3 | 10 | 0 | -11
COc1ccc(C(=O)NC2CCN(CC(=O)NCc3ccccc3)CC2)cc1 | 0 | 3.4% | -13 | 0.4 | -7 | -4 | 8 | -1 | 5
O=C(Nc1cccc(S(=O)(=O)NC2=NCCCCC2)c1)c1cc(-c2ccccc2Cl)nc2ccccc12 | 5 | 0.7% | 0 | 4.0 | 5 | -10 | 9 | 4 | -36*
Fc1ccccc1CCNc1nnnn1-c1ccccc1 | 6 | -1.5% | -32 | -2.2 | 0 | -6 | -17 | 5 | -2

Whole records as entered above. Screens in order: D1 ag	RXFP1 agonist	D2 antagonist	D2 agonist	RXFP1 antag	D1 potentiator	D2 PAM	TRHR enhancer	D1 antag
O=C(Nc1cccc(S(=O)(=O)NC2=NCCCCC2)c1)c1cc(-c2ccccc2Cl)nc2ccccc12 is listed with 5	0.7%	0	4.0	5	-10	9	4	-36*
Fc1ccccc1CCNc1nnnn1-c1ccccc1 is listed with 6	-1.5%	-32	-2.2	0	-6	-17	5	-2
COc1ccc(C(=O)N/C(=C\c2ccco2)C(=O)NCc2cccnc2)cc1 is listed with 5	0.4%	12	0.7	-5	-5	-7	0	3
O=C1CC(C(=O)Nc2ccccc2)C2(CCCCC2)O1 (stereo not given) is listed with 2	-0.2%	3	0.1	4	2	-3	-1	-10

Source: PubChem
